High-throughput results from PubChem.
D2 PAM: positive allosteric modulators of human D2 dopamine receptor. P14416. actives 0.34% (n = 340,000). potentiation, % at 10 µM. HEK293 T-REx D2, calcium flux, EC20 dopamine potentiation;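 active means potentiation over 3 SD above the plate norm, cut at about 30% in these data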; further: 0% is about no effect
Target sequence (P14416 whole entry, looked up): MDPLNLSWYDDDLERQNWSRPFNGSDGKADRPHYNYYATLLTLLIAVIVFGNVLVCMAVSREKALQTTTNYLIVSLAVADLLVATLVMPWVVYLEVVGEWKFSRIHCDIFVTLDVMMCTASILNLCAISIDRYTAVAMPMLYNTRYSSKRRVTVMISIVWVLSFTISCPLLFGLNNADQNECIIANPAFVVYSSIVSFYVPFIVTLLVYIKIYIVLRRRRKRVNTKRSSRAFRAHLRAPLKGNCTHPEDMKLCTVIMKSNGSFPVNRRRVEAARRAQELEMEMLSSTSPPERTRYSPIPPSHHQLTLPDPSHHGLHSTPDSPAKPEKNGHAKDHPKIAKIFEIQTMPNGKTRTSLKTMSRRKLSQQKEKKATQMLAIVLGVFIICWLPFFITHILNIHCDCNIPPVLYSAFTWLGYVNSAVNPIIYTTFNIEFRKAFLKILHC
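Using a no-wash calcium dye in inducible, force-coupled HEK293 Trex cells expressing D2, we tracked fluorescence each second for 180 s after compound, then for 180 s after EC20 dopamine to detect augmented signalling.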
RXFP1 ag: agonists of human relaxin receptor RXFP1. actives 0.3% (n = 370,000). AID 2676. HEK293T-RXFP1 cAMP TR-FRET, 30 min; response scale: percent of porcine relaxin response, buffer zero. Potency, µM (doses to about 57.5 µM), without a hit: at the top dose activation, usual class: activators; further: potency means the concentration at half of the fitted maximal effect; on the % scale 0 is the no-effect control and ±100 the full control effect; nearly all actives have a fitted effect of over 60% in size; many of its hits are not listed in these tables
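Agonist response is measured as cAMP accumulation in an RXFP1-transfected HEK293T line under PDE4 inhibition. Values are scaled between buffer-only and 29 nM porcine relaxin, and EC50s come from standard Hill equation fits.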
Vif-A3F inh: blocks the Vif interaction with APOBEC3F; actives 0.2% (n = 390,000); Potency, µM (titrated, usually from 46.1 µM), for the others: top-dose activity, negative = active; HeLa A3F-eYFP + Vif (tagged APOBEC3F with the HIV-1 protein that degrades it), YFP fluorescence increase; further: potency means the concentration at half of the fitted maximal effect; % of control where 0% means no effect; nearly all actives have a fitted effect of over 65% in size
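Fluorescence increase (Ex 488/Em 500-530) after overnight compound treatment at 37 deg C flags inhibition of Vif-driven A3F-eYFP loss in stable HeLa A3F-eYFP/Vif cells seeded overnight beforehand.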
LDHA inh: blocks human lactate dehydrogenase A; P00338; purified LDHA, NADH/diaphorase-resazurin fluorescence; hits give low values; activity change, % (values are at about 110 or 230 µM); actives 0.15% (n = 480,000); AID 1347041; in the data active means activity change below about -30%; inconclusive means mostly about -25% to -30%;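 further: plate controls were DMSO wells for no effect and wells without enzyme for full effect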
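Resorufin fluorescence (ex540/em590), read at 0 and 20 min after diaphorase/resazurin addition, reports the NADH left after a 5 min room-temperature reaction of 2 nM human LDH5 with 0.06 mM NADH and 0.2 mM pyruvate.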
D1 potentiator: human D1 dopamine receptor positive modulation; P21728; HEK293 TREx D1 cells, calcium flux, dopamine EC20 potentiation; potentiation, % at 10 µM; actives 0.036% (n = 360,000); AID 504651; in the data active means potentiation above about 30%; further: 0% is about no effect
Target sequence (P21728 whole entry, looked up): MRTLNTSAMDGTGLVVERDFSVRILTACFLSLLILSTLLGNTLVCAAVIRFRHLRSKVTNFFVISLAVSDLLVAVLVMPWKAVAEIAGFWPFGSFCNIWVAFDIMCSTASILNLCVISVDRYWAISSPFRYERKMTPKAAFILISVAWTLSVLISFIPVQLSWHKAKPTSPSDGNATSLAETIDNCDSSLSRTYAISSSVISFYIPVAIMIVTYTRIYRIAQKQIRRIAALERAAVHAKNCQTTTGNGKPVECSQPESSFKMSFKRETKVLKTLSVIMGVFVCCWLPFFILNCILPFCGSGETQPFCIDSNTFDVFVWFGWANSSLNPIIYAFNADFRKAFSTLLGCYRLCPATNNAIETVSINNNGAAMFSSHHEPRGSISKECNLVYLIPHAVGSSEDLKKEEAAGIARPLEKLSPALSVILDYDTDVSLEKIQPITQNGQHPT
D1 antag: blocks dopamine activation of the human D1 receptor. AID 504652. HEK293 TREx D1 cells, calcium flux, dopamine EC80; hits give low values. P21728. actives 3.2% (n = 360,000). activity change, negative = inhibition, % at 10 µM; in the data active means activity change below about -30%; further: on the % scale 0 is the no-effect control and ±100 the full control effect
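HEK293 T-REx cells expressing inducible, force-coupled D1 receptor; no-wash Ca dye, 30–90 min RT. Cmpd → 180 s read at 1 Hz → EC80 DA → 180 s read.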
Vif-A3G inh: blocks the Vif interaction with human APOBEC3G; Q9HC16; HeLa A3G-eYFP + Vif (tagged APOBEC3G with the HIV-1 protein that degrades it), YFP fluorescence, overnight; Potency, µM (doses to about 46.1 µM), for inactives: at the top dose activity, negative = active, hits mostly inhibitors; actives 0.076% (n = 410,000); AID 602310;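 further: potency means the concentration at half of the fitted maximal effect; on the % scale 0 is the no-effect control and ±100 the full control effect; nearly all actives have a fitted effect of over 60% in size; hits raise eYFP signal because A3G escapes Vif-driven loss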
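Read-out is eYFP fluorescence (Ex 488/Em 500-530) from Vif-expressing HeLa A3G-eYFP cells; more signal means A3G escaped Vif-mediated degradation. Cells plated overnight, compound pinned in, incubated overnight at 37 deg C.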
D1 agonist: agonists of human D1 dopamine receptor | P21728 | HEK293 T-REx D1 cells, calcium flux, agonist mode | activation, % at 2 µM | actives 1% (n = 360,000) | AID 504660; in the data active means activation above about 30%; further: 0% is about no effect
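Agonism was scored from calcium flux recorded over 180 s (1 read/s) after pintool compound addition, following a 10-cycle baseline. Cells were inducible force-coupled HEK293 TREx D1, plated overnight at 30 C and loaded with no-wash calcium dye.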
GRP78 ERSR act: induces the endoplasmic reticulum stress response in human glioma cells. U87-MG GRP78 promoter luciferase reporter, 16 h. Potency, µM, for the others: top-dose activation, actives largely listed as activators. actives 0.02% (n = 420,000). AID 602332; further: potency means the concentration at half of the fitted maximal effect; series mostly up to about 76 µM; % of control where 0% means no effect; nearly all actives have a fitted effect of over 35% in size
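Stably transfected U87-MG glioma cells carrying a GRP78-based luciferase sensor; 16 h compound incubation. Luminescence end-point read 10 min after Bright-Glo addition at room temperature.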
Active calls of the source: *; ? = inconclusive; / = not tested or not shown; & = joins results of further samples. Unless noted, the call rests on the fitted dose curve; in most records, active means well fitted curve in the direction sought with a large enough effect; inconclusive means small, poorly fitted or top-dose-only effect, or another doubt; inactive means no such curve, though single readings can be large; an effect the other way counts as inactive or inconclusive. Only part of the results is shown, so the mix of outcomes need not match the whole.

Values in the order: D2 PAM | RXFP1 ag | Vif-A3F inh | LDHA inh | D1 potentiator | D1 antag | Vif-A3G inh | D1 agonist | GRP78 ERSR act
- COc1cc(CNC23CC4CC(CC(C4)C2)C3)ccc1OCc1ccccc1
 : 1 | -0.2% | ? | -2 | 3 | -40* | 3% | 85* | -3%
- CCCCn1c(N)c(N(CC(C)C)C(=O)C2CCN(S(=O)(=O)c3ccc(C)c(C)c3)CC2)c(=O)[nH]c1=O
 : 7 | -0.7% | -6% | -3 | -2 | -14 | 1% | 1 | 6%
- Cc1cc(C)nc(/N=C(/NC(=O)Nc2cccc(Cl)c2)Nc2ccccc2)n1
 : 7 | 0.1% | 7% | -2 | -3 | 0 | 1% | 2 | -2%
- CCN1CCCC1CNC(=O)c1ccccc1Cl (stereo not given)
 : / | -0.5% | -4% | 1 | -3 | -11 | 0% | 1 | 2%
- O=C(COCc1nc2ccccc2c(=O)[nH]1)NC1CCCC1
 : -14 | 2.6% | -6% | -1 | 3 | -11 | 0% | 1 | -3%
- C#CCOC(=O)Nc1cnccc1C(F)(F)F
 : 4 | 1.0% | -2% | -11 | -3 | 5 | -11% | 1 | -7%
- COc1ccc(/C=N/NC(=O)C(=O)N2CCN(c3ccccc3OC)CC2)cc1
 : 1 | 4.2% | 0% | -3 | 1 | 17 | -19% | 1 | -1%
- CCCCN(CC)C(=O)c1ccc(-c2ccccc2)cc1
 : -7 | 0.1% | 3% | -5 | -3 | 8 | -2% | 5 | 0%
- COc1ccc(Cn2nnc3c(C)n[nH]c(=O)c32)cc1
 : -3 | 1.4% | -1% | 2 | 12 | 5 | 0% | 2 | 1%
- CCC(=O)N1CCN=C1SCc1ccccc1
 : 9 | 0.1% | -12% | -2 | / | 8 | -1% | 2 | -4%
- N#CC1(P(=O)(c2ccccc2)c2ccccc2)CCCC1
 : / | -1.0% | 5% | -7 | 4 | 14 | 2% | 0 | -3%
- O=C1C2=C(CCCC2)C(=O)N1c1cccc(OCCBr)c1
 : 8 | 1.9% | 3% | -3 | 2 | 4 | 0% | 5 | -3%
- Cc1ccc(Cl)c(NC(=O)COC(=O)C2CCC2)c1Cl
 : -12 | 0.0% | 5% | 1 | 8 | 31 | 1% | 2 | -5%
- COCCCn1c(SCC(=O)NC(C)C)nnc1-c1ccccc1
 : 4 | 0.4% | -1% | -2 | 1 | -1 | 1% | 4 | -2%
- CNC(=S)N/N=C/c1cc(Br)cc(Br)c1O
 : -20 | -1.9% | -1% | -6 | 6 | -5 | -8% | 17 | -4%
- C=CCN(CC=C)CCOc1ccccc1F
 : 13 | 0.0% | 2% | -9 | -9 | 1 | -1% | -1 | -2%
- O=C1c2ccccc2C(=O)N1c1nc2nccc(-c3ccccc3)n2n1
 : 6 | ? | -2% | -9 | -1 | -11 | -2% | 4 | -2%
- COc1ccccc1N(C)S(=O)(=O)c1ccc(C(=O)N2CCCC(C(F)(F)F)C2)cc1 (stereo not given)
 : 20 | -0.2% | 3% | -2 | -6 | -21 | -2% | 18 | -3%
- CCCOC(=O)c1ccc(NC(=O)c2ccccc2[N+](=O)[O-])cc1
 : 13 | -1.5% | 0% | -6 | -8 | -30 | -6% | 14 | 4%
- CC(=O)Nc1cccc(NC(=O)C2CCCN2C(=O)Nc2cccc(F)c2)c1 (stereo not given)
 : -12 | -0.9% | 4% | 2 | -4 | 2 | -9% | 0 | -8%
- CCOC(=O)Cc1csc(NC(=O)CSc2nnc(C3CC3)n2C)n1
 : 10 | 0.7% | 0% | -1 | 0 | 5 | -2% | 1 | -2%
- CC1=CC(=O)CC2C1(C)CCC(C)C2(C)CCC(C)CC(=O)O (stereo not given)
 : 2 | 5.3% | 1% | 2 | -5 | 19 | 0% | 2 | -3%
- Cc1ccc(NC2CCCN(C(=O)c3cnc4ccccn4c3=O)C2)cc1C (stereo not given)
 : 3 | 0.7% | 2% | 0 | -5 | -7 | 4% | 1 | -3%
- CCCCN(C(=O)C(C)N1C(=O)c2ccccc2C1=O)c1c(N)n(CCCC)c(=O)[nH]c1=O (stereo not given)
 : -12 | 1.9% | -9% | -4 | 1 | 24 | -1% | 2 | -4%
- NS(=O)(=O)c1ccc(N2C(=O)C3CC=CCC3C2=O)cc1 (stereo not given)
 : 13 | -1.6% | -1% | -13 | -6 | 2 | -1% | 3 | -1%
- CS(=O)(=O)c1ccc(C(=O)OCC(=O)c2ccc(Cl)s2)cc1
 : 12 | 3.6% | 4% | 3 | -8 | -16 | 1% | 4 | -2%
- COc1ccc(OC)c(S(=O)(=O)Nc2cccc(-c3ccc(N4CCCCC4)nn3)c2)c1
 : 11 | 4.9% | 2% | 2 | 2 | -6 | -1% | 3 | 3%
- Fc1ccc(-c2nc3c(Cl)cc(C(F)(F)F)cn3c2Cl)cc1
 : 5 | 1.0% | -7% | -3 | -3 | 3 | 1% | 5 | 10%
- CC1C/C(=N/NC(=O)c2cccs2)CC(C)(C)C1 (stereo not given)
 : 5 | -0.3% | -1% | 3 | 3 | 2 | 0% | 2 | 4%
- CC(C)(C)c1ccc(OCCSc2nc3ccccc3n2CC(=O)O)cc1
 : -4 | 2.0% | -4% | -1 | 1 | -2 | -10% | 2 | -4%
- CCc1cccc(NC(=O)CCc2c(C)nn(-c3ccc(N4CCOCC4)nn3)c2C)c1
 : -4 | 4.0% | -8% | 0 | 0 | -9 | 1% | 1 | -2%
- CN(C)S(=O)(=O)c1cccc(NC(=O)c2n[nH]c(=O)c3ccccc23)c1
 : 3 | 12% | 9% | 1 | 0 | -17 | -7% | 4 | 2%
- O=C(NC1CC(=O)N(c2ccccc2)C1)c1ccc(S(=O)(=O)N2CCCCC2)cc1 (stereo not given)
 : 19 | -0.3% | 0% | -3 | 0 | / | 7% | 7 | -2%
- COc1ccc(NC(=O)c2nc[nH]c2C(=O)NCCCCCNC(=O)OC(C)(C)C)cc1
 : 14 | 0.7% | / | / | -3 | -6 | / | 2 | /
- COc1ccc(NC(=O)CN(C)C2=NS(=O)(=O)c3ccccc32)cc1Cl
 : / | / | 1% | -8 | / | / | 0% | / | -1%
- COc1cccc(NC(=O)COC(=O)CCOc2ccccc2OC)c1
 : 9 | -0.2% | ? | -2 | -3 | / | -2% | 2 | 7%
- COC(=O)c1cccc(C(=O)N2CCCC(CCC(=O)N(C)CCc3ccccn3)C2)c1 (stereo not given)
 : 5 | -0.3% | -2% | 0 | 0 | -1 | -1% | 3 | 0%
- CCCCNC(=O)c1cc(C)nn1-c1ccccc1
 : 2 | 3.8% | 0% | -10 | 7 | 3 | 1% | 4 | -2%
- COc1ccc(NC(=O)C(=O)NCC2CCCN2S(=O)(=O)c2cc(C)ccc2C)cc1 (stereo not given)
 : 10 | 1.7% | -3% | 1 | 0 | 3 | ? | 5 | -3%
- CC1(C)CC(=O)C=C(Nc2ccc(F)cc2)C1
 : 11 | 0.1% | 0% | -7 | 0 | 3 | 2% | -1 | -1%

Part of the list above, as comma-separated lines:
compound,D2 PAM,RXFP1 ag,Vif-A3F inh,LDHA inh,D1 potentiator,D1 antag,Vif-A3G inh,D1 agonist,GRP78 ERSR act
NS(=O)(=O)c1ccc(N2C(=O)C3CC=CCC3C2=O)cc1 (stereo not given),13,-1.6%,-1%,-13,-6,2,-1%,3,-1%
CS(=O)(=O)c1ccc(C(=O)OCC(=O)c2ccc(Cl)s2)cc1,12,3.6%,4%,3,-8,-16,1%,4,-2%
COc1ccc(OC)c(S(=O)(=O)Nc2cccc(-c3ccc(N4CCCCC4)nn3)c2)c1,11,4.9%,2%,2,2,-6,-1%,3,3%
Fc1ccc(-c2nc3c(Cl)cc(C(F)(F)F)cn3c2Cl)cc1,5,1.0%,-7%,-3,-3,3,1%,5,10%

The listing picks up, repeating the 2 entries before the break.
Values in the order: D2 PAM | RXFP1 ag | Vif-A3F inh | LDHA inh | D1 potentiator | D1 antag | Vif-A3G inh | D1 agonist | GRP78 ERSR act
- COc1ccc(NC(=O)C(=O)NCC2CCCN2S(=O)(=O)c2cc(C)ccc2C)cc1 (stereo not given)
 : 10 | 1.7% | -3% | 1 | 0 | 3 | ? | 5 | -3%
- CC1(C)CC(=O)C=C(Nc2ccc(F)cc2)C1
 : 11 | 0.1% | 0% | -7 | 0 | 3 | 2% | -1 | -1%
- Cn1cnnc1Sc1ccc(C(=O)OCC(=O)NCC(F)(F)F)cc1[N+](=O)[O-]
 : / | -0.6% | 8% | -3 | -3 | -8 | 0% | 0 | -1%
- CN(Cc1ccccc1)C(=O)CSc1nc2ccsc2c(=O)n1-c1ccc(F)cc1
 : 13 | 1.0% | 1% | 3 | 0 | 21 | -1% | 6 | -3%
- Cc1cccc(N=C2SC(C)CN2C(=O)CN2C(=O)NC3(CCCC3)C2=O)c1 (stereo not given)
 : 14 | 0.5% | 7% | -2 | -9 | -9 | -6% | 1 | -3%
- O=C1Nc2cc(C(=O)N3CCN(c4ccccc4F)CC3)ccc2NC1CSCc1ccccc1F (stereo not given)
 : / | 0.6% | / | / | -4 | -29 | / | 2 | /
- CCN(c1ccccc1)S(=O)(=O)c1ccc(NC(=O)c2cc(=O)c3c(C)cc(C)cc3o2)cc1
 : 12 | -1.2% | 1% | 7&0 | 2 | -2 | 0% | 2 | -2%
- Cc1nn(CC(=O)NCc2ccc(C(=O)O)cc2)c(C)c1[N+](=O)[O-]
 : -7 | 0.2% | 1% | -1 | -7 | -6 | 5% | 1 | 0%
- O=C(COC(=O)[C@@H]1CCCN1C(=O)c1cccs1)NCCc1ccccc1
 : 12 | 6.2% | -6% | -3 | -5 | -6 | 0% | 2 | -5%
- COc1ccc(OCC(=O)Nc2c3c(nn2-c2ccc(OC)cc2)CS(=O)(=O)C3)cc1
 : 7 | 0.5% | -6% | 24 | 3 | 1 | 2% | 1 | -3%
- CC1Cc2ccccc2N1CC(=O)c1c(N)n(Cc2ccccc2)c(=O)n(C)c1=O (stereo not given)
 : 3 | 0.3% | -3% | 1 | 0 | 1 | 0% | 0 | -4%
- COCCCN1C(=O)c2ccc(C(=O)Nc3ccccc3Cl)cc2C1=O
 : 1 | 2.2% | -13% | 0 | 0 | -11 | -5% | 2 | 1%
- OCc1ccccc1OCCOc1ccc(Cl)c2cccnc12
 : 14 | 2.1% | -5% | -3 | -2 | 8 | -2% | 4 | 9%
